LANA DNA inh: inhibitors of KSHV LANA C-terminal domain DNA binding; inhibition, % at 9 µM; 340,000 tested, 0.078% active; MBP-C-LANA/FAM-LBS DNA binding, fluorescence polarization;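 active = highest replicate inhibition at or above 60% at 9 µM, even if other replicates fall short; inactive = all replicates below 60% inhibition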;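 note: 0% = neutral control wells and 100% = 4 µM acridine orange control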
Keap1-Nrf2 PPI: inhibitors of human Keap1-Nrf2 protein-protein interaction. 340,000 tested, 0.15% active. Keap1 Kelch-Nrf2 peptide fluorescence polarization, 1536-well. inhibition, % at 9.4 µM. Q14145; in the data active = inhibition above about 12%;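 note: human Keap1 Kelch domain with fluorescein labeled Nrf2 9mer peptide probe; 0% = neutral control wells and 100% = peptide positive control; higher means more block of Keap1 binding to Nrf2 peptide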
PvdQ inh: blocks Pseudomonas aeruginosa PvdQ acylase activity; purified PvdQ acylase, fluorescence plate reader; inhibition, % at 10 µM; 340,000 tested, 0.063% active; AID 488965; in the data active = inhibition above about 30%, passing the limit was not always enough;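 note: 0% = vehicle neutral wells and 100% = reference inhibitor wells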
RTF Ca sens act: cardiac RTF calcium sensitization; P19429+P45379; IANBD-labeled TnC RTF fluorescence at EC20 calcium; 0% EC20 calcium, 100% full calcium; activation, % at 7.2 µM; 340,000 tested, 0.24% active; AID 493008;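 active = activation above the mean over all tested compounds plus 3 SD, cut at about 30% in these data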;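 note: rise in fluorescence read as greater calcium sensitivity of cardiac thin filaments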
SUMO Mot1 rescue: inhibitors of SUMOylation pathway: yeast Mot1-301 growth rescue | S. cerevisiae Mot1-301 growth rescue, ATP luminescence, 38.5C; percent above DMSO median, 100 means doubled | growth rescue, % at 18.8 µM | 320,000 tested, 1% active;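 active = every valid replicate shows activation above 250% relative to neutral control wells; inactive = the rest, any valid replicate at or below 250%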;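 note: OY570 slx delta 5 strain wells were the positive control but not used for scaling; some compounds called inactive have numbers as strong as hits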
CDK5 p35 inh: CDK5/p35 (human) kinase inhibition. Recombinant CDK5/p35, ADP-Glo luminescence, 60 min. 330,000 tested, 0.01% active. inhibition, % at 10 µM. AID 488839;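 active = highest replicate inhibition of at least 50% and at least 75% of replicates reaching 50%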;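 note: plate controls were DMSO neutral control for no effect and GW8510 at 10 µM for full effect; many of its hits are not listed in these tables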
Target sequence (Q00535 whole entry, looked up): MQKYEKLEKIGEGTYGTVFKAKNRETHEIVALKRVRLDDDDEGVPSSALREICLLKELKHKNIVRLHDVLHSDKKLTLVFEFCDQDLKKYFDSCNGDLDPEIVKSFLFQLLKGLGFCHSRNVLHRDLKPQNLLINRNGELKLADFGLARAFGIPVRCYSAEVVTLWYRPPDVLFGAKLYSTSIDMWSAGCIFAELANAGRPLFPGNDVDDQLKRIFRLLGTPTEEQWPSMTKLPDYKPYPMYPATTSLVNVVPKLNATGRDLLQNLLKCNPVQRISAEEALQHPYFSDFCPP
Target sequence (Q15078 whole entry, looked up): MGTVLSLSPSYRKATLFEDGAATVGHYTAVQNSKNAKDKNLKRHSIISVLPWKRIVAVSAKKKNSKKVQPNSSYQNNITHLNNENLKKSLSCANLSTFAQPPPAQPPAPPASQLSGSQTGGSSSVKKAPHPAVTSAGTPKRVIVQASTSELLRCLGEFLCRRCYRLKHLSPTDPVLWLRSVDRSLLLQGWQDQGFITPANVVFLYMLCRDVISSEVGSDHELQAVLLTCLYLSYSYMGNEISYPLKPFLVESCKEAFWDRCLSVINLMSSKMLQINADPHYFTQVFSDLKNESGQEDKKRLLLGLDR
NSD2 inh: blocks human histone methyltransferase NSD2; O96028; NSD2 peptide methylation, AlphaScreen, 120 min; inhibition, % at 12.5 µM; 310,000 tested, 0.54% active; in the data active = inhibition above about 50%
Rtt109 Vps75: inhibitors of Candida albicans Rtt109/Vps75 histone acetyltransferase | Q5AAJ8 | purified Rtt109/Vps75, ThioGlo CoA-SH fluorescence, 4 h | inhibition, % at 34.9 µM | 330,000 tested, 0.16% active | AID 540336;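 active = inhibition of at least 50% in every replicate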
Target sequence (Q5AAJ8 whole entry, looked up): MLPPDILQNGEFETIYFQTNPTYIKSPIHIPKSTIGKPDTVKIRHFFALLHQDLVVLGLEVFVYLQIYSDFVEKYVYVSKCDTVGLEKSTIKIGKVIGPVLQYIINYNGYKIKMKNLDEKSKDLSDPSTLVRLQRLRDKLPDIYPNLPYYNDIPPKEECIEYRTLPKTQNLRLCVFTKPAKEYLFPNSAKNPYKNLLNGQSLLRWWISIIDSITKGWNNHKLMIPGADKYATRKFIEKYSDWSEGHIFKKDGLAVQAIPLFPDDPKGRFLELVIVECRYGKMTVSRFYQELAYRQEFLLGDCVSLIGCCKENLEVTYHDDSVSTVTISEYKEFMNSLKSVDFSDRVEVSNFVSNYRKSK
dFosB activator: mouse delta FosB homodimer activation; purified delta FosB, TAMRA-CDK5 oligo fluorescence polarization; percent of positive-control signal above neutral wells; activation, % at 25 µM; 340,000 tested, 0.99% active;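 active = mean activation above about 17%, with every replicate also reaching it, limit read from the data, passing the limit was not always enough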;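 note: fluorescence polarization rise as delta FosB binds a TAMRA Cdk5 AP-1 oligo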
PfHsp90 set2: growth inhibition of yeast expressing Plasmodium Hsp90 | 310,000 tested, 0.32% active | AID 504621 | S. cerevisiae expressing PfHsp90, BacTiter-Glo ATP, 48 h; yeast lacking PDR1 and PDR3 efflux regulators | inhibition, % at 9.4 µM;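 active = every replicate shows inhibition above about 80%, whatever the replicate mean, limit read from the data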;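 note: 0% = DMSO neutral controls and 100% = 20 µM radicicol positive controls; yeast relying on Plasmodium falciparum Hsp90 in place of its own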
Cardiac RTF inh: cardiac RTF calcium desensitization; P19429+P45379; IANBD-labeled cardiac RTF, Ca2+ fluorescence; inhibition, % at 7.15 µM; 340,000 tested, 0.12% active; AID 493244;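 active = inhibition above the mean inhibition of all tested compounds plus 3 SD, cut at about 17% in these data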;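 note: assay run at fixed EC70 calcium of 1.6 mM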
* hit, by the source's call; · = not tested or not shown.

SMILES	LANA DNA inh	Keap1-Nrf2 PPI	PvdQ inh	RTF Ca sens act	SUMO Mot1 rescue	CDK5 p35 inh	NSD2 inh	Rtt109 Vps75	dFosB activator	PfHsp90 set2	Cardiac RTF inh
CCN(CC(=O)NC(=O)NCc1ccco1)Cc1nc2ccccc2c(=O)[nH]1	2.0	-7	-7	-1	-17	-0.3	-4	3	-7	-2	-1
CCC(=O)c1ccc(OCC(=O)NCCC2=CCCCC2)c(OC)c1	0.6	0	-6	-7	2	0.0	5	14	-9	-38	-5
O=C(O)CC12CC3CC(C1)CC(n1ncc(NCc4ccc(F)cc4Cl)c(Cl)c1=O)(C3)C2	1.5	3	2	-3	136	-1.1	-2	22	6	-10	8
O=C(CS(=O)(=O)c1ccccc1)NC1CCCCC1	-1.8	0	-5	-3	1	1.6	-2	6	-1	·	-3
CCC(=O)Nc1ccccc1C(=O)N1CCOCC1	0.8	-1	-9	-1	9	-2.0	-4	-3	3	2	0
O=C1[C@@H]2Cc3c([nH]c4ccccc34)C(c3ccccc3)N2C(=O)CN1C1CCN(Cc2ccccc2)CC1 (some centres undefined)	-1.9	-7	-4	-2	-15	-7.6	2	-3	3	-19	0
CCN(CC)CCOC(=O)c1ccc2c(c1)OCCO2	1.7	-2	-9	2	2	-3.4	22	-7	3	-13	1
Cc1nn(CC(=O)Nc2cccc(S(N)(=O)=O)c2)c(C)c1[N+](=O)[O-]	-0.2	-3	5	6	-2	-0.8	0	-1	4	-10	3
O=C(NCC1COc2ccccc2O1)c1ccc(NC(=O)C(c2ccccc2)c2ccccc2)cc1 (centres undefined)	-0.8	2	-16	2	-13	-0.2	-2	-4	0	-11	2
CC12CCC(C/C1=N\OC(=O)c1ccc(F)cc1)C2(C)C (centres undefined)	0.7	-1	-13	3	8	0.7	0	·	-8	19	-15
CN(CCOc1ccccc1)C(=O)c1ccc(Cl)c(S(=O)(=O)N2CCCCC2)c1	0.5	-6	3	-2	-6	0.2	4	16	-9	·	1
O=C(N/N=C/c1ccccc1)c1cc(-c2ccc3c(c2)OCO3)n[nH]1	0.1	1	-7	-4	32	-0.4	1	·	11	-3	-19
Cc1cc(C)c2c(N)c(C(=O)Nc3c(C)n(C)n(-c4ccccc4)c3=O)sc2n1	0.4	-5	-2	-2	1	-0.1	-1	-4	-3	-3	0
COc1cc(NS(=O)(=O)N2CCCC2)cc(OC)c1OC	2.1	2	-11	-3	-9	-1.2	2	13	-5	-21	-15
CCOc1cc(N2CCOCC2)c(OCC)cc1NC(=O)c1ccc(OC)c(S(=O)(=O)N2CCOCC2)c1	-1.2	-1	-5	1	17	1.2	0	4	-1	·	-5
CCC(C)(C)NC(=O)CN(C(=O)CCC(=O)Nc1ccccn1)c1ccc2c(c1)OCO2	-2.4	-4	-12	-3	-10	0.5	-3	12	-7	-12	1
OC(CN1CCOCC1)Cn1cnc2ccccc21 (centres undefined)	-1.5	0	-13	3	-5	1.5	-1	1	-5	37	0
Cc1c(OC(C)C(=O)NCc2ccncc2)ccc2c3c(c(=O)oc12)CCC3 (centres undefined)	1.1	1	-7	-1	17	-0.6	5	-45	-10	-2	-4
Cc1ccc(/C=C(\NC(=O)c2ccc(C)cc2)C(=O)NCCCn2ccnc2)cc1	1.8	-5	-1	7	1	-4.1	0	5	-5	-3	-5
CNC(=O)c1c(NC(=O)CS(=O)(=O)c2ccc(Cl)cc2)sc(C)c1C	-0.2	0	-13	8	13	2.9	2	15	-5	6	-21
CS(=O)(=O)N(Cc1ccccc1)c1ccc(C(=O)N2CCOCC2)cc1	0.1	0	1	4	-18	-1.8	-3	-2	5	9	-1
COC(=O)C1=C(C)N(c2ccc(C)c(C)c2)/C(=C/c2ccco2)C1=O	2.2	5	-4	-4	-7	-1.1	2	-3	3	10	-3
CCCCN(CC)C(=O)c1ccc2c(c1)OCO2	-0.4	-2	-16	3	2	-1.2	0	-3	-2	10	-4
CC1CCCC(C)N1CC(O)COCc1ccccc1 (centres undefined)	0.0	-6	-3	-2	813	-0.3	-2	-7	0	-35	0
Cn1c(=NCC(O)COc2ccccc2)sc2ccccc21 (centres undefined)	-0.4	-1	-15	-4	1	0.0	-2	3	0	0	0
Following part
SMILES	LANA DNA inh	Keap1-Nrf2 PPI	PvdQ inh	RTF Ca sens act	SUMO Mot1 rescue	CDK5 p35 inh	NSD2 inh	Rtt109 Vps75	dFosB activator	PfHsp90 set2	Cardiac RTF inh
O=C(NCC(=O)N(c1ccccc1)C(C(=O)NC1CCCC1)c1cccnc1)c1ccco1 (centres undefined)	0.2	3	-9	-4	-23	-0.5	-2	16	-2	-16	-8
CC1(C)Cc2c(cnn2-c2ccccc2)C(=O)/C1=N\NC(=O)c1ccccc1	-0.3	1	-3	-1	5	-0.2	-2	2	2	26	-1
CC(C)Nc1nc2nonc2nc1Nc1ccccc1	0.8	-1	-16	2	-13	-1.1	2	3	1	0	-1
O=C(Nc1ccc2c(c1)CCCN2C(=O)c1cccs1)c1c(F)cccc1Cl	-0.8	-8	-5	2	159	-2.6	-3	3	1	11	-2
Cc1ccc(O)c(C(CC(=O)NC(C)C)c2ccccc2)c1 (centres undefined)	0.9	-2	2	11	-19	-0.7	-4	6	-7	-1	2
CO/N=C/C1C(=O)NN=C1c1ccccc1 (centres undefined)	-1.8	-2	-13	3	4	-2.6	-2	·	-4	2	-9
COc1ccc(/C=N\NC(=O)/C(=C\Nc2nccc(C)n2)NC(=O)c2ccccc2)cc1	2.0	-5	2	-2	6	-1.0	4	6	0	-10	0
COc1ccc(-c2ocnc2C(=O)Nc2ccccc2N2CCCCC2)cc1	0.9	-3	-10	-5	-3	0.3	-7	5	-6	-1	4
Cc1ccc(/C=N/N2C(=O)C3C(C2=O)C2C=CC3C23CC3)o1 (centres undefined)	0.8	-3	-5	6	11	0.4	-5	6	6	32	-10
COc1ccc(Cl)cc1NC(=S)N1CCN(c2ncccn2)CC1	-1.4	-1	-16	0	28	1.3	21	5	-2	24	6
COc1ccc(S(=O)(=O)Nc2cccc3c2O[C@H](CN(C)C(=O)Nc2ccc(C(F)(F)F)cc2)[C@@H](C)CN([C@H](C)CO)C3=O)cc1	-0.1	1	-14	-8	3	-1.2	·	-3	-17	-17	-4
Cc1onc(-c2ccccc2Cl)c1C(=O)N1CCN=C1SCc1cccnc1	0.4	2	6	-10	-19	0.2	·	-19	-7	19	0
COc1ccc(/C=N\NC(=O)COc2ccc(C(C)(C)C)cc2)cc1Cn1nc(C)cc1C	-1.5	-6	7	-2	13	0.0	0	11	-11	-26	3
CCc1nc2sc3c(=O)[nH]cnc3c2c2c1CSC(C)(C)C2	13	-8	11	-3	-18	7.3	8	9	-17	4	-4
CCOc1ccc(S(=O)(=O)Nc2cc(S(=O)(=O)N(CC)CC)ccc2N2CCCC2)cc1	0.7	-5	7	4	-16	1.0	-2	10	-2	-9	-13
CN(C)CCN(C(=O)C1=COCCO1)c1nc2ccc(F)cc2s1	0.0	-8	-8	0	-6	-0.9	1	-4	-8	11	-6
O=C(c1ccc(CS(=O)(=O)c2ccccc2)o1)N1CCOCC1	-0.2	3	11	-4	372*	-1.3	·	17	1	-4	-6
COC(=O)c1[nH]c(=O)c2ccccc2c1O	0.0	3	-5	1	-12	0.4	26	5	-3	2	-7
COc1ccc(C(=O)NCCNC(=O)c2ccccn2)cc1	0.5	-5	-26	-3	7	-4.7	0	-7	-3	-32	-15
CCOc1ccc(NC(=O)Cc2nnc(SCC(=O)N3CCOCC3)n2C)cc1	1.3	1	-12	-1	1	-2.6	0	1	-8	18	-8
O=C(CCc1nc(-c2ccccc2)no1)Nc1cc(C(F)(F)F)ccc1Cl	0.9	-4	-14	1	13	-0.3	-1	·	5	-34	0
Cc1ccc(CNC(=O)CN(C)C2=NS(=O)(=O)c3ccccc32)cc1	0.4	-5	7	3	5	0.2	0	1	-4	23	0
COc1cc(/C=C2/SC(=S)N(Cc3ccccc3)C2=O)cc(Cl)c1O	-19	-6	9	71*	1	5.5	9	-3	-3	21	-108
COc1ccc(C(CNC(=O)c2nn(-c3ccccc3)c(=O)c3ccccc23)N2CCOCC2)cc1 (centres undefined)	-2.9	-6	2	5	·	-0.4	-1	8	-15	-8	-7
O=C(OCc1nc2ccccc2s1)C1CCN(S(=O)(=O)c2cccs2)CC1	-2.5	-1	-20	-1	·	0.7	2	3	-9	19	-4

A draw from above in order of number of heavy atoms, smallest number first:
SMILES	LANA DNA inh	Keap1-Nrf2 PPI	PvdQ inh	RTF Ca sens act	SUMO Mot1 rescue	CDK5 p35 inh	NSD2 inh	Rtt109 Vps75	dFosB activator	PfHsp90 set2	Cardiac RTF inh
COC(=O)c1[nH]c(=O)c2ccccc2c1O	0.0	3	-5	1	-12	0.4	26	5	-3	2	-7
CC(C)Nc1nc2nonc2nc1Nc1ccccc1	0.8	-1	-16	2	-13	-1.1	2	3	1	0	-1
Cc1ccc(/C=N/N2C(=O)C3C(C2=O)C2C=CC3C23CC3)o1 (centres undefined)	0.8	-3	-5	6	11	0.4	-5	6	6	32	-10
O=C(c1ccc(CS(=O)(=O)c2ccccc2)o1)N1CCOCC1	-0.2	3	11	-4	372*	-1.3	·	17	1	-4	-6
CN(C)CCN(C(=O)C1=COCCO1)c1nc2ccc(F)cc2s1	0.0	-8	-8	0	-6	-0.9	1	-4	-8	11	-6
O=C(CCc1nc(-c2ccccc2)no1)Nc1cc(C(F)(F)F)ccc1Cl	0.9	-4	-14	1	13	-0.3	-1	·	5	-34	0
COc1ccc(-c2ocnc2C(=O)Nc2ccccc2N2CCCCC2)cc1	0.9	-3	-10	-5	-3	0.3	-7	5	-6	-1	4
CCOc1ccc(NC(=O)Cc2nnc(SCC(=O)N3CCOCC3)n2C)cc1	1.3	1	-12	-1	1	-2.6	0	1	-8	18	-8
CCOc1ccc(S(=O)(=O)Nc2cc(S(=O)(=O)N(CC)CC)ccc2N2CCCC2)cc1	0.7	-5	7	4	-16	1.0	-2	10	-2	-9	-13
COc1ccc(/C=N\NC(=O)COc2ccc(C(C)(C)C)cc2)cc1Cn1nc(C)cc1C	-1.5	-6	7	-2	13	0.0	0	11	-11	-26	3
COc1ccc(C(CNC(=O)c2nn(-c3ccccc3)c(=O)c3ccccc23)N2CCOCC2)cc1 (centres undefined)	-2.9	-6	2	5	·	-0.4	-1	8	-15	-8	-7

Assay outcomes (PubChem)
